Screening data deposited in PubChem by several laboratories.
APP 5'UTR act = activates APP 5'UTR luciferase reporter | AID 1276 | SH-SY5Y APP 5'UTR luciferase reporter, luminescence; zero percent = DMSO vehicle wells | activation, % at 2 µM | 190,000 tested, 1% active;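 active means activation above a set limit, based on mean plus 3 SD of controls, cut at about 140% in these data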; further: values of inactives mirror those of a sister screen read the other way
TNAP act hiacc = activators of human TNAP at high phosphate acceptor concentration | P05186 | purified TNAP, CDP-star luminescence, 1 M DEA, 30 min; stronger effect = higher value; 0 = EDTA background, 1 = DMSO-only activity | activation factor at 20 µM | 200,000 tested, under 10 active | AID 1136;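 active means activation factor at least 2 at 20 µM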
Target sequence (P05186 whole entry, looked up): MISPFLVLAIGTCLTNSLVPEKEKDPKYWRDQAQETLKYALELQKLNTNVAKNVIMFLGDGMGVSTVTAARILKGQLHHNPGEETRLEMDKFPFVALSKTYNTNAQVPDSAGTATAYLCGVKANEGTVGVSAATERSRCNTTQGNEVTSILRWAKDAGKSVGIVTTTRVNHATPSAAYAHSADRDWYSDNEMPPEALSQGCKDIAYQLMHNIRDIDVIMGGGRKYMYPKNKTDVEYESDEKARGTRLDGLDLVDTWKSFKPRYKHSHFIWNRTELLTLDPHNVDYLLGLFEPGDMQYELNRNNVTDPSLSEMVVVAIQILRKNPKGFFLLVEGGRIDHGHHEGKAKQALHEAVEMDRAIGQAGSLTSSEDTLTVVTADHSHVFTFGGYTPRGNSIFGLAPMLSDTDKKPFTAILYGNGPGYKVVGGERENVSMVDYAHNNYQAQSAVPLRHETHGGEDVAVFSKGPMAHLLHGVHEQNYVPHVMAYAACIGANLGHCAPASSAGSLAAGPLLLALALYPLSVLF
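Control set: EDTA negative control, DMSO positive control / Assay system: human TNAP / Quantity: TNAP 1/800 final / Evaluation: TNAP activation factor scaled between EDTA and DMSO control wells / Measured by: luminescent substrate turnover signal / Compound dosing: one dose, 20 µM / Times: 30 min enzyme reaction at room temperature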
FLuc stim CS = firefly luciferase counter-screen for stimulation assays. activation factor at 10 µM. P08659. 200,000 tested, under 10 active. ATPlite luciferase biochemical, luminescence, 10 min; 0 = ATP-free wells, 1 = DMSO control;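 active means luciferase activation factor, scaled between plate controls, of at least 2 with compound at 10 µM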
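System: cell-free luciferase reagent; medium: PBS as buffer for the ATP substrate; doses: test compounds dosed from 2 mM stocks in 100% DMSO; incubation: 10 min, room temperature; measured by: luminescence from luciferase reaction; read-out: luciferase activation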
PMI activator = increases human mannose-6-phosphate isomerase activity. P34949. purified human PMI, coupled resazurin fluorescence, 20 min; stronger effect = higher value; 1 = vehicle control, 0 substrate-free wells. activation factor at 20 µM. 190,000 tested, 0.005% active;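 active means activation factor of 2 or more at 20 µM, relative to plate controls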
Target sequence (P34949 whole entry, looked up): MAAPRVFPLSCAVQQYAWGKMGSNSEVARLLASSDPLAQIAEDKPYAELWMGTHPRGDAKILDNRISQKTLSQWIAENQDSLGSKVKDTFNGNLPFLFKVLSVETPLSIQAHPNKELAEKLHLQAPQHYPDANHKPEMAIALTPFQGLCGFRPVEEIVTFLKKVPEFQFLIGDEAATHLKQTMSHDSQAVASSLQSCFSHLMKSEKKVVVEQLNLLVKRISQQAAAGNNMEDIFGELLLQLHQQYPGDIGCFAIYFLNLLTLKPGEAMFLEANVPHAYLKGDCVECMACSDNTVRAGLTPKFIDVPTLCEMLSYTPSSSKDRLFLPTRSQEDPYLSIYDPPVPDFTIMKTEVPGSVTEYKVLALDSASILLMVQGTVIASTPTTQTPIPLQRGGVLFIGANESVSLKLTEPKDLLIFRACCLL
NF-kB expr up = NF-kB expression increase, human neuronal cells. NF-kB reporter expression; stronger effect = higher value. fold change at 12.5 µM. 190,000 tested, 1.6% active; in the data active means fold change above about 3.3
bIAP act = intestinal alkaline phosphatase (bovine) activation | activation factor at 20 µM | purified bovine IAP, CDP-star luminescence, 30 min; stronger effect = higher value; fold of DMSO-control signal, blank-subtracted | AID 1016 | 200,000 tested, 0.17% active;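 active means activation factor of 2 or more at 20 µM, a signal rise over negative controls twice the positive control's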
TNAP inh noacc = TNAP (human) inhibition, acceptor-free conditions; P05186; inhibition, % at 20 µM; purified TNAP, CDP-star luminescence, 30 min; AID 1012; 200,000 tested, 0.26% active;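 active means tissue-nonspecific alkaline phosphatase inhibition above about 50% at 20 µM in the single-dose screen, limit read from the data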;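 further: 0% = DMSO negative control and 100% = EDTA positive control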
PMI act hi M6P = increases human PMI activity with near-saturating mannose 6-phosphate; P34949; coupled PMI enzyme assay, resazurin fluorescence, 20 min; stronger effect = higher value; 1 = untreated enzyme, 0 = substrate-free blank; activation factor at 20 µM; 190,000 tested, 0.34% active; AID 1216;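 active means activation factor of 2 or more at 20 µM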
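Material: human phosphomannose isomerase with PGI, G6PDH, diaphorase coupling enzymes. Quantity: 15 ng/mL PMI. Medium: HEPES pH 7.4 buffer with MgCl2 and Tween-20. Reagent: Near-saturating mannose-6-phosphate, 1.0 mM. Compound: 20 µM single dose. Times: enzyme reaction with compound 20 min at room temperature. Detection: resorufin fluorescence at Ex 544/Em 590 nm.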
FLuc inh counter = Photinus pyralis luciferase inhibition counter-screen. P08659. ATPLite firefly luciferase biochemical luminescence, 10 min. inhibition, % at 10 µM. 200,000 tested, 1.5% active;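 active means inhibition above about 50% when tested at 10 µM, limit read from the data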
TNAP inh hi DEA = inhibitors of human TNAP at high phosphate acceptor concentration | AID 1135 | P05186 | inhibition, % at 20 µM | purified TNAP, CDP-star luminescence, 1 M DEA | 200,000 tested, 0.03% active;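 active means over 50% inhibition of tissue-nonspecific alkaline phosphatase at 20 µM in the single-dose screen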;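 further: plate controls were DMSO wells for no effect and EDTA-quenched wells as full inhibition for full effect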
An asterisk follows results filed as active; nt = no result given.

Below each SMILES: FLuc stim CS	PMI activator	PMI act hi M6P	TNAP inh hi DEA	FLuc inh counter	bIAP act	TNAP inh noacc	TNAP act hiacc	APP 5'UTR act	NF-kB expr up
- O=C(Nc1ccc2oc(-c3cccnc3)nc2c1)c1cc2ccccc2o1
 : 1	1.1	1	-6	1	1	-68	1.1	6	0.6
- O=C1C2C3C=CC(CO)(O3)C2C(=O)N1c1ccc(-c2ccccc2)cc1 (stereo not drawn)
 : 0.9	1.1	1.2	-4	8	1.1	-8	1	10	nt
- CC(C)C(=O)Nc1cccc(NC(=O)c2ccc([N+](=O)[O-])cc2Cl)c1
 : 0.9	0.8	0.9	-4	6	0.9	-10	1	1	1.1
- CC1CCc2c(nc3ncnn3c2NCCN(C)C)C1 (stereo not drawn)
 : 1	1	1	4	2	1	-2	1	-2	1.4
- CC(=O)c1ccc(N2CCN(C(=O)/C=C/c3ccc(S(=O)(=O)N4CCOCC4)cc3)CC2)cc1
 : 1	0.9	0.9	-2	-2	1.1	-5	1	0	0.48
- CC1CC(=O)C2=C(C1)OC(N)=C(C#N)C2c1coc2ccccc2c1=O (stereo not drawn)
 : 1	0.9	1	8	-2	1	4	0.9	14	0.97
- CCCOC(=O)C1=C(C)NC2=C(C(=O)CCC2)C1c1ccc(N(C)C)cc1 (stereo not drawn)
 : 1.1	1.1	1	-9	-6	1	-20	1.1	14	1.2
- Cc1ccccc1N1CCN(c2ncnc3scc(-c4cccs4)c23)CC1
 : 1	0.8	0.8	-2	-1	0.9	-6	1	3	0.78
- O=C(CSc1nc2ccccc2c(=O)n1-c1ccccc1)c1c[nH]c2ccccc12
 : 1	0.8	0.9	1	-4	1	-20	1	-13	1.1
- O=C(Cn1cnc2cc([N+](=O)[O-])ccc2c1=O)Nc1cccc(S(=O)(=O)N2CCOCC2)c1
 : 1	1	0.9	-1	1	1.3	-11	1	-20	1.3

Continued; the last 2 above are carried over.
Below each SMILES: FLuc stim CS	PMI activator	PMI act hi M6P	TNAP inh hi DEA	FLuc inh counter	bIAP act	TNAP inh noacc	TNAP act hiacc	APP 5'UTR act	NF-kB expr up
- O=C(CSc1nc2ccccc2c(=O)n1-c1ccccc1)c1c[nH]c2ccccc12
 : 1	0.8	0.9	1	-4	1	-20	1	-13	1.1
- O=C(Cn1cnc2cc([N+](=O)[O-])ccc2c1=O)Nc1cccc(S(=O)(=O)N2CCOCC2)c1
 : 1	1	0.9	-1	1	1.3	-11	1	-20	1.3
- COc1cccc(-c2cc(C(F)(F)F)c(C#N)c(=O)[nH]2)c1
 : 1	1.1	0.9	-4	3	1.1	-9	1	20	0.92
- O=C1c2ccccc2C(Nc2cccnc2)N1Cc1ccc2c(c1)OCO2 (stereo not drawn)
 : 1.1	1	0.9	-2	-10	0.9	2	1	-21	1.4
- O=C(NCCCn1ccnc1)c1cc2cc([N+](=O)[O-])ccc2oc1=O
 : 1	0.8	0.9	12	-4	0.9	-2	0.9	-13	1.1
- O=C1COc2ccc(C(=O)c3ccccc3)cc2CN1
 : 1	0.9	1	-6	-5	0.9	-11	1.1	-1	1.2
- CCOc1ccccc1NC1c2ccccc2C(=O)N1c1ccc(C)cn1 (stereo not drawn)
 : 1.1	1	0.9	-8	-11	0.9	-3	1.1	nt	1.2
- Cc1ccc(C(=O)N/C(=C\c2ccco2)C(=O)NCCCn2ccnc2)cc1
 : 1.1	0.9	1	1	-6	0.9	-14	1	-3	1.1
- CN1C(=S)SC(N(O)C(=O)Nc2cccc3ccccc23)C1(C)C (stereo not drawn)
 : 1.1	0.6	0.4	-5	-10	1	-14	1	-13	0.79
- CCOc1ccc(C2C=C(c3ccc(F)cc3)Nc3ncnn32)cc1 (stereo not drawn)
 : 1.1	1.2	1.4	-6	-11	1	-2	1.1	1	0.86
- Cc1ccc(C2CC(c3cccs3)=NN2C(=O)c2ccc(Br)o2)cc1 (stereo not drawn)
 : 1	1	1.1	-4	2	1	2	1	27	1
- O=C(CN1C(=O)C2C3C=CC(C3)C2C1=O)NCc1ccco1 (stereo not drawn)
 : 1	0.9	0.4	-2	3	1.2	-5	1	-8	0.76
- N#Cc1ccccc1NC(=S)Nc1ccc(F)cc1
 : 1	1	1	-7	-5	0.9	-12	1.1	5	1.2
- CCOc1ccccc1C1CC(=O)NC2=C1C(=O)CC(C)(C)C2 (stereo not drawn)
 : 1.1	0.9	1	-3	-6	1	-4	1	1	1.3
- CC1(C)CC(=O)C2=C(C1)Nc1ccccc1N(C(=O)C1CC1)C2c1ccco1 (stereo not drawn)
 : 1	nt	nt	-9	-2	1.2	-10	1.1	3	1
- Cc1ccc(C)c(Cn2cnc3c(oc4ccccc43)c2=O)c1
 : 1	0.9	0.9	-5	-2	1.1	-16	1.1	15	0.92
- O=S(=O)(c1ccccc1)N1CCC2(CC1)OCCO2
 : 1.1	0.9	0.9	-6	-7	1	-12	1.1	4	nt
- CCOc1ccc(OCC)c(NC(=O)CSc2nnc(-c3cccnc3)o2)c1
 : 1	0.8	0.9	-1	-4	1.1	15	1	7	1.5
- CC(C)Sc1nc2c(c(=O)n(C)c(=O)n2C)n1Cc1ccc(Cl)cc1
 : 1	0.9	0.9	-2	1	1.1	6	1	-4	0.71
- O=C(O)c1ccc(-n2nc(C(F)(F)F)c3c2-c2ccoc2CC3)cc1
 : 1	0.9	1	-5	2	1	-8	1.1	10	1.2
- CCOc1ccc(C(C)NC(=O)C2CCCC2)cc1 (stereo not drawn)
 : 1	0.9	0.9	2	-3	1	-4	1	3	1.2
- O=C(N/N=C/c1ccncc1)C1CC1C(=O)N/N=C/c1ccncc1 (stereo not drawn)
 : 1.1	1.1	1.2	-8	-6	1	0	1.1	-3	0.8
- O=C(OC(C(=O)O)C(OC(=O)c1ccccc1)C(=O)NCc1ccccc1)c1ccccc1 (stereo not drawn)
 : 1	1	1.1	2	-1	1	-5	1	12	1.2
- OCCC1CN(Cc2ccn[nH]2)CCN1Cc1ccc(F)c(F)c1 (stereo not drawn)
 : 1.1	1	1.1	-3	-10	1	1	1	-9	1.1
- Cc1ccc(CN2C(=O)c3ccccc3NC2c2ccccn2)cc1 (stereo not drawn)
 : 1.1	1	1	0	-5	1	-7	1	1	1.1
- O=C(c1ccc2nc(N3CCCCC3)sc2c1)N1CCN(Cc2ccc3c(c2)OCO3)CC1
 : 1.1	0.9	0.9	-2	-8	1	7	1	4	1
- COc1cc(NC(=O)C23CC4CC(C2)CC(n2nnc(C)n2)(C4)C3)c(OC)cc1Cl
 : 1	0.9	0.9	-2	0	1	-6	1	-27	0.7
- N/C(=N\OC(=O)Cc1ccccc1[N+](=O)[O-])c1cccc(Br)c1
 : 1	1	1	-4	-2	0.9	-4	1	10	1.1
- CCn1nnnc1-c1ccc(OC)c(S(=O)(=O)NCCc2ccccc2)c1
 : 1	1	1	-6	-4	1.1	-7	1.1	-9	0.99
- Cc1ccc(C)c(Cn2c(C(C)O)nc3ccccc32)c1 (stereo not drawn)
 : 1.1	0.9	0.9	-4	-10	0.9	2	1	7	2.8
- COC(=O)CC1COc2ccccc2N1C(=O)c1ccc(Br)cc1 (stereo not drawn)
 : 1	0.9	0.9	0	-2	1.2	0	1	27	1.5
- CCOCCCNCC(=O)NCC1CCCCC1
 : 1.1	0.9	1	-4	-5	1	-7	1	-12	0.95

Taken from above:
For PMI activator, Cc1ccc(C)c(Cn2c(C(C)O)nc3ccccc32)c1 (stereo not drawn) reads 0.9
For bIAP act, CCn1nnnc1-c1ccc(OC)c(S(=O)(=O)NCCc2ccccc2)c1 reads 1.1

New compounds follow:
Below each SMILES: FLuc stim CS	PMI activator	PMI act hi M6P	TNAP inh hi DEA	FLuc inh counter	bIAP act	TNAP inh noacc	TNAP act hiacc	APP 5'UTR act	NF-kB expr up
- Cc1nc2sc(C(c3cccs3)N3CC(C)CC(C)C3)c(O)n2n1 (stereo not drawn)
 : 1	1	1	-3	-3	1.1	12	1	9	0.91
- O=C(COC(=O)/C=C/c1ccco1)Nc1cccc([N+](=O)[O-])c1
 : 1	0.8	0.9	-1	-3	1	0	1	-9	1.5
- O=C(NNC(=S)Nc1ccc(Cl)c(Cl)c1)c1ccccn1
 : 0.9	1.1	1.3	-4	8	1.2	-142	1	-31	1.4
- CC(=O)Nc1ccc(NC(=O)COC(=O)c2c(C)nn(-c3ccccc3)c2C)cc1
 : 1.1	1	1	-5	-6	1	-4	1	16	0.93
- Cc1cc(SCC(=O)c2cccs2)n2nc(C)c(-c3ccc(Cl)cc3)c2n1
 : 1	1.1	1	-4	-2	0.9	4	1	0	1.2
- Cc1c(Cl)cccc1-c1ccc(C(=O)N2CCN(c3ccc([N+](=O)[O-])cc3)CC2)o1
 : 1.1	1.1	1	-4	-10	0.7	8	1	-9	0.99
- CC1=Nn2c(nc3sc4c(c3c2=O)CCCC4)SC1
 : 0.8	0.7	0.9	-6	15	0.7	-14	1.1	29	2.2
- Cc1ccc(CNC(=O)CCNS(=O)(=O)c2ccc(Br)s2)cc1
 : 1	0.9	0.9	-1	-5	1	-5	1	6	1.1
- CN1CCCC(OC(=O)c2cc(Cl)cc(Cl)c2)C1 (stereo not drawn)
 : 1.1	1.1	1	-2	-7	1.1	-6	1	-10	0.87
- Cc1ccc(C)c(CSc2ccc3nnc(-c4ccccn4)n3n2)c1
 : 1.1	1.1	1.1	-7	-7	1	-7	1.1	5	0.6
- COc1cccc(C(=O)NC(=S)Nc2ccc(Cl)c(C(=O)O)c2)c1
 : 1	1	1.1	-6	-1	1	3	1.1	4	0.99
- CCNc1sc(S(C)(=O)=O)nc1S(=O)(=O)c1ccc(Cl)cc1
 : 1	1.2	1.1	-4	-2	1.1	-6	1	11	1.1
- COc1ccc(OCC(=O)Nc2ccc3nc(C)sc3c2)cc1
 : 1.1	1.1	1.1	-9	-9	1	-21	1.1	-22	1.2
- O=C(c1ccc(Cl)cc1)c1cnc(Nc2ccccc2)s1
 : 0.7	1.1	0.9	3	34	0.9	9	1	14	1.6
- Cc1ncc([N+](=O)[O-])n1CCOC(=O)c1ccc(Cl)cc1Cl
 : 1.1	1	1	-5	-6	0.9	-13	1.1	-10	1.4
- O=C(O)c1ccc2c3c(ncnc13)-c1ccccc1C2=O
 : 1	1.3	1.4	0	-5	0.9	-10	1	-3	0.61
- COc1ccc2c(c1OC)C(=O)N(c1ccc3c(c1)CCC3)C2=O
 : 1	1.1	0.9	-3	-2	1	-7	1	11	1.3
- Cc1ccc(OCC(=O)N2N=C(c3cccnc3)CC2(O)C(F)(F)F)cc1C (stereo not drawn)
 : 1	1	1	2	-2	0.9	-7	1	6	0.88
- CCc1ccc(Nc2cnn(C34CC5CC(CC(CC(=O)O)(C5)C3)C4)c(=O)c2Cl)cc1
 : 1	1	1	-4	0	1	-6	1	-57	1.5
- Cc1ccc(C)c(CN2C(=O)C3(OCCCO3)c3ccccc32)c1
 : 1	1	1	-6	-3	1	-7	1.1	0	1
- O=C(CCc1nc(-c2ccc(Cl)cc2)no1)NCC1CCCO1 (stereo not drawn)
 : 1	1	1	-6	-1	1	-10	1.1	16	0.95
- O=C(O)CC/C(=N\NC(=O)c1ccc(F)cc1)c1ccc(Br)cc1
 : 1	1.2	1.1	-2	-2	0.9	-9	1	17	1.4
- CC(C)Cn1cc(F)c(=O)n(CC(C)C)c1=O
 : 1	1.1	1.1	-3	-2	0.9	-11	1	-16	0.99
